# Screening data (PubChem)
# POLK inh: qHTS for Inhibitors of Polymerase Kappa. DNA polymerase kappa (Homo sapiens), Q9UBT6. purified Pol kappa, fluorescent DNA synthesis assay, 10 min. Potency, µM (highest dose often 107 µM), without a hit: at the top dose activity, negative = inhibition, actives largely listed as inhibitors. actives 0.53% (n = 400,000); further: potency means the concentration at half of the fitted maximal effect; on the % scale 0 is the no-effect control and ±100 the full control effect
#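 Readout: fluorescence, taken kinetically at 0 and 10 min. Conditions: 10 nM Pol kappa, 15 min RT compound preincubation, 50 nM substrate final. Controls: enzyme-free buffer wells.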
# TRHR agonist: qHTS for Small Molecule Agonists and Allosteric Enhancers of Human TRH Receptor: Primary Screen for Agonists | AID 493084, 2011 | actives 0.18% (n = 360,000) | Thyrotropin-releasing hormone receptor (Homo sapiens), P34981 | TRHR cells, calcium flux fluo-8, FDSS agonist mode | activation, % at 2 µM; in the data active means activation above about 30%; further: 0% is about no effect
# Target sequence (P34981 whole entry, looked up): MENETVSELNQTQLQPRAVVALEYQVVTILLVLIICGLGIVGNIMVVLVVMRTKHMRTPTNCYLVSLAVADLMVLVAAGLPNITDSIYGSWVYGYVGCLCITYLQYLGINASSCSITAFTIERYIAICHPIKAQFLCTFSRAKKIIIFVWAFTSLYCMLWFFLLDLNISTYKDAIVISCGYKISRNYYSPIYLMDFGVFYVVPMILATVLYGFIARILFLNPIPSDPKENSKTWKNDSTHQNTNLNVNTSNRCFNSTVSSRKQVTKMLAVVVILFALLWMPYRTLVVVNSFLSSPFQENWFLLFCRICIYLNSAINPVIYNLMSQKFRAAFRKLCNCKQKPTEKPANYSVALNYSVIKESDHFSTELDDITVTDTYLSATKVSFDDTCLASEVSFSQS
#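 TRHR-expressing cells loaded with fluo-8 calcium dye; 23 nL library compound pin-transferred, kinetic FDSS fluorescence (Ex 480/Em 530) recorded about 180 s for agonist-induced calcium release, before a 10 nM TRH EC20 addition for potentiator mode.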
# 12-LOX inh: Primary qHTS assay for inhibitors of human arachidonate 12S-lipoxygenase (ALOX12): Round 2; Polyunsaturated fatty acid lipoxygenase ALOX12 (Homo sapiens), P18054; purified 12hLO, xylenol orange hydroperoxide absorbance; Potency, µM (series often up to 108 µM), for inactives: top-dose activity change, negative = inhibition, hits mostly inhibitors; actives 1.1% (n = 580,000); further: potency means the concentration at half of the fitted maximal effect; on the % scale 0 is the no-effect control and ±100 the full control effect
#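 Purified human 12hLO (150 nM final) in 25 mM Hepes, 0.01% Triton X-100, pH 7.0 was preincubated 15 min at room temperature with compound. Then 40 uM arachidonic acid was added, 30 min. Hydroperoxide was read by Fe-XO absorbance ratio 573/405 nm.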
# ERG-DNA inh: qHTS for Small Molecule Inhibitors of the ERG Ets/DNA interaction | Transcriptional regulator ERG (Homo sapiens), P11308 | fluorescence polarization, His-ERG Ets domain / labelled DNA | Potency, µM (series often up to 76.9 µM), for the others: at the highest dose FP activity, negative = inhibition, most hits filed as inhibitors | actives 0.028% (n = 370,000) | AID 624246, 2012; active means well fitted inhibition curve with a large enough effect in the polarisation, with a control signal flat; inconclusive means small, poorly fitted or top-dose-only effect, or effect the other way, or a change in a side signal; inactive means no such curve, though single readings can be large or run the other way; the % refers to the polarisation;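 further: polarization taken with two DNA probes labelled with fluorescein and Texas red; potency means the concentration at half of the fitted maximal effect; % of control where 0% means no effect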
# Target sequence (P11308 whole entry, looked up, the tested form may be a part): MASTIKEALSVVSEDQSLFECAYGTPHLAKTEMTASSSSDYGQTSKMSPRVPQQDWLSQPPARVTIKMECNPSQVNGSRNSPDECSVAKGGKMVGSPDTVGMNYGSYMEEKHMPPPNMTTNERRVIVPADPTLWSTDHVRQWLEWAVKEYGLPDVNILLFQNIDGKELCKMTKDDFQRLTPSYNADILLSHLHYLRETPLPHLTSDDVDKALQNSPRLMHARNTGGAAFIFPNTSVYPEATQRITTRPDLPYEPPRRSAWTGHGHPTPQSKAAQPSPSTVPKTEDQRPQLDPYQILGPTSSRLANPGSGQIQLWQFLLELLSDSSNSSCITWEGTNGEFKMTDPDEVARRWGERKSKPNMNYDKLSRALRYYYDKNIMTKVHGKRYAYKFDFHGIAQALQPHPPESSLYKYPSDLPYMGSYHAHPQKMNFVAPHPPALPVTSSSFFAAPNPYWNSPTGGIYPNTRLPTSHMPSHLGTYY
#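 His-tagged ERG Ets domain (1 uM in the protein solution; 300mM KCl, 50mM Tris-HCl, 1mM EDTA, 1mM DTT, pH 7.5) received compound, then a probe mix of 5 nM fluorescein-DNA and 100nM Texas-615-DNA. Fluorescence polarization was read for both dyes.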
# BLM helicase inh: qHTS Assay for Inhibitors of Bloom's syndrome helicase (BLM); RecQ-like DNA helicase BLM (Homo sapiens), P54132; recombinant BLM DNA unwinding, fluorescence dequenching; Potency, µM (series often up to 56.1 µM), for the others: at the highest dose activity change, negative = inhibition, hits mostly inhibitors; actives 0.2% (n = 350,000); AID 2528, 2010;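 further: potency means the concentration at half of the fitted maximal effect; plate controls were vehicle for no effect and no enzyme for full effect; nearly all actives have a fitted effect of over 35% in size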
# Anesthetic bind: qHTS Assay for Identification of Novel General Anesthetics | Ferritin light chain (Equus caballus), P02791 | apoferritin/1-aminoanthracene competitive binding, fluorescence | Potency, µM (highest dose often 77.5 µM), inactives show at the highest dose activity change, negative = displacement, actives largely listed as inhibitors | actives 0.074% (n = 350,000); further: potency means the concentration at half of the fitted maximal effect; on the % scale 0 is the no-effect control and ±100 the full control effect; nearly all actives have a fitted effect of over 20% in size
# Target sequence (P02791 2-175 limits assumed): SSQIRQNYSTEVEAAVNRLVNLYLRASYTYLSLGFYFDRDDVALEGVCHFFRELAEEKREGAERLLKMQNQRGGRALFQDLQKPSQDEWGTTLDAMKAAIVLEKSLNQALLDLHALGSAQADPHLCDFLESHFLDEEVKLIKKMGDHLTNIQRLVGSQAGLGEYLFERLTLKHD
#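 Read-out: endpoint 1-AMA fluorescence, excitation 380 nm and emission 535 nm, after compounds sit 10 min at room temperature with 10 uM horse-spleen apoferritin in 50% saturated 1-AMA/PBS. Values come from four-parameter Hill fits.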
# Pol beta inh: qHTS Assay for Inhibitors of DNA Polymerase Beta | Pol beta primer extension/strand displacement, fluorescence kinetic | actives 1.3% (n = 340,000) | Potency, µM (titrated, usually from 114 µM), for the others: at the top dose activity change, negative = inhibition, most hits filed as inhibitors; further: potency means the concentration at half of the fitted maximal effect; on the % scale 0 is the no-effect control and ±100 the full control effect
#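 Homogeneous kinetic assay of primer extension and strand displacement by 10 nM Pol beta, preincubated 15 min at room temperature with compound before 50 nM substrate (final) was added. Read at 0 and 10 min; four-parameter Hill fit.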
# POLI inh: qHTS for Inhibitors of Polymerase Iota; DNA polymerase iota (Homo sapiens), Q9UNA4; Pol iota fluorescent replication assay, 10 min; Potency, µM (series often up to 115 µM), without a hit: at the top dose activity, negative = inhibition, actives largely listed as inhibitors; AID 588590, 2011; actives 1% (n = 390,000); further: potency means the concentration at half of the fitted maximal effect
#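 Pol iota at 10 nM preincubated 15 min with compounds at room temperature; reaction started with fluorescent substrate, 50 nM final. Fluorescence read kinetically at 0 and 10 min; buffer-only wells as negative control.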
# APEX1 inh: qHTS Assay for Inhibitors of the Human Apurinic/apyrimidinic Endonuclease 1 (APE1); DNA repair nuclease/redox regulator APEX1 (Homo sapiens), P27695; recombinant APE1, TAMRA/BHQ-2 abasic DNA cleavage fluorescence; Potency, µM (doses to about 65.8 µM), inactives show at the top dose activity change, negative = inhibition, hits mostly inhibitors; actives 0.35% (n = 350,000); AID 2517, 2012;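 further: potency means the concentration at half of the fitted maximal effect; plate controls were vehicle for no effect and reference inhibitor for full effect; nearly all actives have a fitted effect of over 55% in size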
#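 Quantitative HTS: incision of a TAMRA/BHQ-2 double-stranded substrate bearing a tetrahydrofuran abasic site by 0.75 nM APE1 raises fluorescence. Substrate 50 nM final, added after 15 min compound preincubation at room temperature; progress as third-minus-first kinetic read difference.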
# * hit, by the source's call; u = inconclusive; x = no result given; & = joins results of further samples; [ ] = another dose, or the depositor's remark. Unless noted, the call rests on the fitted dose curve; in most records, active means well fitted curve in the direction sought with a large enough effect; inconclusive means small, poorly fitted or top-dose-only effect, or another doubt; inactive means no such curve, though single readings can be large; an effect the other way counts as inactive or inconclusive. This is a subset; count on the stated rates, not on these rows.
POLK inh,TRHR agonist,12-LOX inh,ERG-DNA inh,BLM helicase inh,Anesthetic bind,Pol beta inh,SMILES,POLI inh,APEX1 inh
-7%,2.2,20%,-2%,-3%,-4%,-1%,CCC(C)NC(=O)c1ccccc1NC(=O)c1ccc(CSc2ccccc2)cc1 (stereo not given),29%,-2%
-7%,0.2,-10%,-5%,-10%,82%[activator],0%,CC(C)C(c1nnnn1C(C)(C)C)N1CCN(c2cccc(Cl)c2)CC1 (stereo not given),u,4%
-6%,-0.4,9%,-6%,2%,-22%,13%,COc1cccc(NC2c3ccccc3C(=O)N2Cc2ccco2)c1 (stereo not given),-18%,-5%
0%,-0.5,17%[57.4 µM],19%,-14%,0%,0%,CCOc1ccc(C2CC(c3ccccc3C)n3nc(N)nc3N2)cc1 (stereo not given),-13%,2%
-9%,1.2,-20%,0%,-2%,0%,u,COc1ccccc1N1CCN(C2=NS(=O)(=O)c3ccccc32)CC1,7%,6%
-3%,1.4,-15%,1%,2%,5%,48%,CS(=O)(=O)N1CCc2cc(C(=O)Nc3ccc(C(F)(F)F)cc3)ccc21,-7%,x
-2%,0.5,u,-1%,2%,-3%,18%,CN(Cc1ccco1)S(=O)(=O)c1ccc(CN2C(=O)c3cccnc3C2=O)s1,23%,18%
5%,1.2,-5%,x,-4%,-16%,-13%,C/C(Cl)=C\Cn1c(Nc2cccc(C)c2)nc2c1c(=O)n(C)c(=O)n2C,38%[activator],0%
4%,0.3,0%,-2%,-4%,-9%,14%,COc1ccc(NC(=O)C2CCCN2C(=O)NC2CCCCC2)cc1OC (stereo not given),13%,-1%
7%,0.1,4%,-9%,1%,-5%,32%,Cc1ccc(CN2CCc3[nH]c(=S)[nH]c(=O)c3C2)cc1,-7%,39%
-7%,-0.6,u,x,-5%,-23%,43%,Cn1c(COc2ccc(Cl)cc2)nc2ccccc2c1=O,u,0%
-14%,0.6,421%[activator],-4%,-9%,-6%,2%,CCOc1ccc(N2C(=O)CC(N(Cc3ccco3)C(=O)CCC(=O)O)C2=O)cc1 (stereo not given),58%[activator],4%
-8%,x,3%[57.4 µM],x,-7%,-15%,29%,COC(=O)C1=C(C)OC(N)=C(C#N)C1C1CCCCC1 (stereo not given),26%,26%
0%,-0.8,5%,20%,-8%,-6%,-4%,CCc1c(C)[nH]n(-c2nc(-c3cccc([N+](=O)[O-])c3)cs2)c1=O,-2%,-10%
18%,0.1,0%,6%,2%,-10%,62%,Cc1cccc(N(CC(=O)N2CCc3ccccc3C2)S(C)(=O)=O)c1C,37%[activator],-11%
-14%,-1.8,-9%,-6%,x,x,x,Cc1ccc(OCCNC(=O)CCNS(=O)(=O)c2ccc(Br)cc2)cc1,2%,-9%
-9%,-0.7,5%,5%,3%,-11%,49%,COc1cc2[nH]c(=S)nc(NCc3ccc(C)cc3)c2cc1OC,-15%,-19%
-3%,-0.1,-5%,-8%,-1%,0%,-26%,O=[N+]([O-])c1ccc(-c2cn(-c3ccccc3)c(=S)[nH]2)cc1,3%,1%
-4%,-0.5,-9%,-14%,-13%,-19%,-22%,COc1ccccc1Nc1ccncc1[N+](=O)[O-],2%,7%
-18%,-0.6,1%,-3%,-3%,-6%,45%,CNC(=O)c1ccc(CNC(=O)OCc2ccccc2)cc1,-13%,-1%
-11%,-0.4,9%,-13%,-2%,-8%,94%,O=C(N/N=C/c1ccc2c(c1)OCO2)C(=O)N1CCCC1,15%,0%
-42%,0.2,-7%,x,-12%,-12%,-1%,O=C(N/N=C/C=C/c1ccco1)c1cccnc1,32µM*,-2%
-14%[60.1 µM],0.7,-3%,0%,-1%,6%,53%,CCOc1ccc(-c2cc(C(=O)NCCc3ccc(OC)c(OC)c3)c3c(-c4ccc(F)cc4)[nH]nc3n2)cc1,-10%,x
-2%,x,u,14%,x,x,x,C=CCNc1cc(=O)n(Cc2ccccc2)c(=O)[nH]1,-1%[58.9 µM],x
0%,-0.5,-3%,x,4%,-8%,-2%,O=C(Cc1ccccc1)Nc1ccccc1C(=O)Nc1ccccc1,-7%,u

# Ordered by molar mass (largest number first): nine of the compounds above
POLK inh,TRHR agonist,12-LOX inh,ERG-DNA inh,BLM helicase inh,Anesthetic bind,Pol beta inh,SMILES,POLI inh,APEX1 inh
-14%[60.1 µM],0.7,-3%,0%,-1%,6%,53%,CCOc1ccc(-c2cc(C(=O)NCCc3ccc(OC)c(OC)c3)c3c(-c4ccc(F)cc4)[nH]nc3n2)cc1,-10%,x
-14%,0.6,421%[activator],-4%,-9%,-6%,2%,CCOc1ccc(N2C(=O)CC(N(Cc3ccco3)C(=O)CCC(=O)O)C2=O)cc1 (stereo not given),58%[activator],4%
-7%,0.2,-10%,-5%,-10%,82%[activator],0%,CC(C)C(c1nnnn1C(C)(C)C)N1CCN(c2cccc(Cl)c2)CC1 (stereo not given),u,4%
18%,0.1,0%,6%,2%,-10%,62%,Cc1cccc(N(CC(=O)N2CCc3ccccc3C2)S(C)(=O)=O)c1C,37%[activator],-11%
0%,-0.5,17%[57.4 µM],19%,-14%,0%,0%,CCOc1ccc(C2CC(c3ccccc3C)n3nc(N)nc3N2)cc1 (stereo not given),-13%,2%
-6%,-0.4,9%,-6%,2%,-22%,13%,COc1cccc(NC2c3ccccc3C(=O)N2Cc2ccco2)c1 (stereo not given),-18%,-5%
0%,-0.8,5%,20%,-8%,-6%,-4%,CCc1c(C)[nH]n(-c2nc(-c3cccc([N+](=O)[O-])c3)cs2)c1=O,-2%,-10%
-4%,-0.5,-9%,-14%,-13%,-19%,-22%,COc1ccccc1Nc1ccncc1[N+](=O)[O-],2%,7%
-42%,0.2,-7%,x,-12%,-12%,-1%,O=C(N/N=C/C=C/c1ccco1)c1cccnc1,32µM*,-2%

# Other structures:
POLK inh,TRHR agonist,12-LOX inh,ERG-DNA inh,BLM helicase inh,Anesthetic bind,Pol beta inh,SMILES,POLI inh,APEX1 inh
11%,-1.2,15%,10%,-4%,-5%,20%,Cc1ccccc1OCCCC(=O)Nc1nncs1,18%,1%
-6%,2.7,-24%,4%,-17%,u,7%,O=C(Nc1ccccc1)OC1CC2CC1C1CCCC21 (stereo not given),25%,-4%
-4%[60.1 µM],-0.4,u,0%,-4%,-9%,26%,CC(=O)c1cccc(NC(=O)CSc2nnc3ccc(-c4ccc(F)cc4)nn23)c1,25%,x
-7%,1.6,-7%,-2%,-9%,-22%,29%,CC1(C)CC2CC(C)(CN2C(=O)c2cc(-c3ccccc3)on2)C1 (stereo not given),-11%,-5%
1%,x,4%,-1%,x,x,x,CC(=O)Nc1ccc(S(=O)(=O)N[C@@H](C)C(=O)N2CCN(c3ccccn3)CC2)cc1,70%[activator],x
8%,-0.1,-3%,13%,x,x,x,COc1ccc(C)cc1N1CC(C(=O)Nc2ccccc2N2CCCCC2)CC1=O (stereo not given),2%,23%
-9%,0.7,0%,-7%,-3%,-10%,24%,COc1ccc(C2CC(C(F)(F)F)n3nc(C(=O)Nc4ccc5c(c4)OCO5)cc3N2)cc1 (stereo not given),6%,9%
-9%,x,-25%,0%,x,x,x,O=C(CSc1cccc[n+]1[O-])Nc1ccccc1C(F)(F)F,9%,-6%
-8%[60.1 µM],-0.4,u,-8%,-24%,-10%,1%,Cc1ccc2[nH]c(CSc3nnc(NC(=O)c4ccccc4C)s3)cc(=O)c2c1,-13%,x
0%,-0.8,-11%,-6%,5%,-7%,2%,CC(=O)c1ccccc1NC(=O)COC(=O)/C=C/c1ccc(C)o1,161%[activator],10%
7%,-0.3,x,8%,2%,1%,9%,CCC1CCCCN1CC(C)(C)NS(=O)(=O)c1ccccc1 (stereo not given),39%[activator],1%
-6%[60.1 µM],0.4,-11%,-2%,4%,-13%,13%,COc1ccc(NC(=O)Cn2c(=O)oc3cc(S(=O)(=O)NC4CCCC4)ccc32)cc1OC,2%,x
-9%,-2.2,0%,-3%,2%,50%,3%,Cc1ccc(Nc2c3c(nc4nncn24)CCC3)c(C)c1,24%,x
9%,0.6,-13%,-9%,-4%,-6%,7%,Cc1ccc(C(=O)Nc2nc3n(n2)C(c2ccccc2)C=C(c2ccccc2)N3)cc1 (stereo not given),414%[activator],x
-7%,0.5,-14%,-10%,2%,-3%,5%,O=C(NNC(=O)c1ccncc1)c1ccncc1,-15%,u
-13%,-0.1,0%,2%,-1%,-16%,1%,Cc1ccc(OCCNC(=O)c2ccco2)cc1C,12%,2%
-6%&-10%,-0.4&0.2,u,18%&4%,-3%&-1%,-19%&-4%,-15%&12%,Cn1nc(C(=O)NCc2ccc(Cl)cc2)c2c1-c1ccccc1S(=O)(=O)C2,u,17%
-12%,0.8,24%,-4%,-2%,8%,2%,COC(=O)Nc1csc2c1NC(=O)CCCC2,16%,2%
